Screens as filed in PubChem.
BRCA1 expr act – increases BRCA1 expression | MCF7-BRCA1-FFLuc reporter, luminescence, 48 h; response scale: scaled: vehicle 0%, 10 µM genistein 100% | 1.1% of 380,000 active | AID 624202 | Potency, µM (doses to about 46.1 µM), for inactives: at the top dose activation, hits mostly activators; note: nearly all actives have a fitted effect of over 80% in size; some results filed as inactive show a strong effect at the top dose
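Using MCF7 cells harboring a BRCA1 firefly luciferase reporter, plated 2 h before compound pinning, the screen measured luminescence after 48 h incubation. Responses were normalized to DMSO and 10 microM genistein, then fitted for concentration-effect.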
FLuc modulator – firefly luciferase modulation, counter-screen for miR-21 project; purified FLuc, Km substrates, luminescence inhibition; AID 588342; 6.9% of 360,000 active; P08659; Potency, µM (highest dose often 57.5 µM), for the others: at the highest dose activity change, negative = inhibition, actives largely listed as inhibitors;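 note: plate controls were vehicle for no effect and reference inhibitor for full effect; nearly all actives have a fitted effect of over 55% in size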
Target sequence (P08659 whole entry, looked up): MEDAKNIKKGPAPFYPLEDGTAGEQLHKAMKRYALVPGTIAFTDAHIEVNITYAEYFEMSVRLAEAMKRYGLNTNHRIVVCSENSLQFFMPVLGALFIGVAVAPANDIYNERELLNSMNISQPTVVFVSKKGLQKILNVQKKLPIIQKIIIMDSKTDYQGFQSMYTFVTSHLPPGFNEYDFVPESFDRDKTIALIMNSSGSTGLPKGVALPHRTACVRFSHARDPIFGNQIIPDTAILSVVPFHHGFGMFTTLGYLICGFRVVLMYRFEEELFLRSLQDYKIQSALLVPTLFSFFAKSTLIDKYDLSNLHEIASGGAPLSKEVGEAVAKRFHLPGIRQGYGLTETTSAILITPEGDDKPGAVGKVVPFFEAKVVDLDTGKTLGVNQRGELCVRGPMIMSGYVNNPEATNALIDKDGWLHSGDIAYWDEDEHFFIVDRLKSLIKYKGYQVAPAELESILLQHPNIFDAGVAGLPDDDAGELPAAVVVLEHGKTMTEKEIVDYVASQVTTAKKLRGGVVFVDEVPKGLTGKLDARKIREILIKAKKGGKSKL
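Purified P. pyralis luciferase (10nM final) with 10uM D-luciferin and 10uM ATP (Km levels) in 50mM Tris acetate pH 7.5, 10mM Mg acetate, 0.01% Tween-20, 0.05% BSA; qHTS 6-point titration, ~60 µM downward; luminescence read.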
An asterisk follows results filed as active. Calls come from the whole dose curve; as a rule, active = well fitted curve in the direction sought with a large enough effect; inconclusive = small, poorly fitted or top-dose-only effect, or another doubt; inactive = no such curve, though single readings can be large; an effect the other way counts as inactive or inconclusive. Potency is the fitted concentration of half-maximal effect. Not all compounds are listed; count on the stated rates, not on these rows.

What do the screens show for `O=C(Nc1ccc(OCc2cc(=O)n3c4c(sc3n2)CCCC4)cc1)c1ccc(F)cc1`?
BRCA1 expr act: 13%; FLuc modulator: 1%

What do the screens show for `O=C(NCCCN1CCN(c2ccc(F)cc2)CC1)Nc1ccccc1Cl`?
BRCA1 expr act: 10%; FLuc modulator: -7%

How did Cc1cccc(N2CCN(S(=O)(=O)c3ccc(-c4cnc(C5CC5)o4)cc3)CC2)c1C do in these assays?
BRCA1 expr act: -21%; FLuc modulator: -3%

Results for COc1ccc(CCNC(=O)CCCCn2c(=O)c3ccccc3n(Cc3cc(C)ccc3C)c2=O)cc1OC ?
BRCA1 expr act: 4%; FLuc modulator: -2%

What do the screens show for `Cc1cccc(NC(=O)CSc2nc3c(oc4ccccc43)c(=O)n2-c2ccccc2)c1C`?
BRCA1 expr act: -15%; FLuc modulator: -7%

What do the screens show for `O=C(CSc1nccn1Cc1ccc(F)cc1)Nc1nc2ccccc2s1`?
BRCA1 expr act: -24%; FLuc modulator: inconclusive

What do the screens show for `COc1ccc(C2CC(=O)c3cc(-c4nc(-c5cccc([N+](=O)[O-])c5)cs4)c(=O)n(-c4ccccc4C)c3C2)cc1` (stereo not drawn)?
BRCA1 expr act: -25%; FLuc modulator: -7%

What do the screens show for `COc1ccc(NC(=O)CN(c2ccc(C)cc2)S(=O)(=O)c2cccs2)cc1`?
BRCA1 expr act: -4%; FLuc modulator: 0%

What do the screens show for `O=C(Cn1c(-c2cccs2)cc2cc(F)ccc21)NCCc1ccc(Cl)cc1`?
BRCA1 expr act: -25%; FLuc modulator: 0%

What do the screens show for `CCOc1ccc(NC(=O)CSc2nc3ccsc3c(=O)n2CCCCCC(=O)O)cc1`?
BRCA1 expr act: -4%; FLuc modulator: inconclusive

How did CC(=O)N1CCc2cc(S(=O)(=O)N3CCN(c4ccc(C)cc4)C(C)C3)ccc21 (stereo not drawn) do in these assays?
BRCA1 expr act: -37%; FLuc modulator: -9%

Results for Cc1ccc2oc(=O)c3cc(C(=O)NCCc4ccc(Cl)cc4)sc3c2c1 ?
BRCA1 expr act: 0%; FLuc modulator: -1%

What do the screens show for `O=C1COc2cc(S(=O)(=O)CCC(=O)N3CCN(c4ccccc4F)CC3)c(Cl)cc2N1`?
BRCA1 expr act: -6%; FLuc modulator: 3%

Results for CCc1nn(C(CC)C(=O)NCc2ccc(OC)c(OC)c2)c(=O)c2cc3oc(C)cc3n12 (stereo not drawn) ?
BRCA1 expr act: -5%; FLuc modulator: 0%

How did Cc1ccc(-c2noc(-c3ccc(NCc4ccco4)c([N+](=O)[O-])c3)n2)cc1 do in these assays?
BRCA1 expr act: 11%; FLuc modulator: inconclusive

How did Cc1nn(C(=O)c2ccc(Cl)cc2)c(C)c1S(=O)(=O)N1CCOCC1 do in these assays?
BRCA1 expr act: 4%; FLuc modulator: -18%

What do the screens show for `CCOC(=O)c1cccc(NC(=O)Cc2ccc(NC(=O)N3CCCCc4ccccc43)cc2)c1`?
BRCA1 expr act: -4%; FLuc modulator: inconclusive

How did Cc1ccc(Cl)cc1N1CCN(C(=O)CN2C(=O)COc3ccc(S(=O)(=O)N4CCCCCC4)cc32)CC1 do in these assays?
BRCA1 expr act: 0%; FLuc modulator: -9%

Results for CCCCNC(=O)CCCn1c(=O)c2ccccc2n(Cc2ccc(Cl)cc2)c1=O ?
BRCA1 expr act: -11%; FLuc modulator: -1%

How did COc1ccccc1CNC(=O)c1c(O)nc2c(C)cccn2c1=O do in these assays?
BRCA1 expr act: 21%; FLuc modulator: -4%

Results for CN(C)S(=O)(=O)N(CC(=O)NCCSCc1cccc(Cl)c1)c1ccccc1 ?
BRCA1 expr act: -13%; FLuc modulator: -3%

What do the screens show for `CC(=O)Nc1cccc(-c2nnc(SCC(=O)c3cc([N+](=O)[O-])ccc3Cl)o2)c1`?
BRCA1 expr act: -42%; FLuc modulator: inconclusive

What do the screens show for `COc1ccc(Nc2nc(N)nc(N)c2S(=O)(=O)c2ccccc2)cc1`?
BRCA1 expr act: -30%; FLuc modulator: 3%

Results for CCOC(=O)c1c(C)[nH]c(C)c1S(=O)(=O)NCC(=O)Nc1ccc(C)c(N(C)C)c1 ?
BRCA1 expr act: -4%; FLuc modulator: 6%

How did CCn1c(CNC(=O)c2ccc(OC)cc2)nnc1SCC(=O)Nc1ccc(F)cc1 do in these assays?
BRCA1 expr act: -9%; FLuc modulator: -6%

Results for Cc1ccc(Cc2nc3ccccc3nc2SCC(=O)N2CCCCC2C)cc1 (stereo not drawn) ?
BRCA1 expr act: -49%; FLuc modulator: -17%

Results for CCN(C(=O)CSc1nc2ccccc2nc1Cc1ccccc1OC)c1ccccc1 ?
BRCA1 expr act: 49%; FLuc modulator: -15%

Results for O=C(Nc1ccc(Cl)c(C(F)(F)F)c1)C1CCN(S(=O)(=O)c2cccc3nonc23)CC1 ?
BRCA1 expr act: -61%; FLuc modulator: 2%

Results for O=S(=O)(c1ccc(-c2cnc(C3CC3)o2)cc1)N1CCN(c2ccc(F)cc2)CC1 ?
BRCA1 expr act: -26%; FLuc modulator: 6%

Results for C=Cc1ccc(CN2C(=O)c3ccccc3Sc3ccc(C(=O)OCc4ccco4)cc32)cc1 ?
BRCA1 expr act: -24%; FLuc modulator: 3%

Results for O=S(=O)(c1ccc(Cl)cc1)c1nc(-c2ccccc2)oc1N1CCN(c2ccccc2)CC1 ?
BRCA1 expr act: 15%; FLuc modulator: 0%

How did COc1cc(OC)c(NC(=O)CN(C)S(=O)(=O)c2ccc3c(c2)CCCC(=O)N3)cc1Cl do in these assays?
BRCA1 expr act: -2%; FLuc modulator: -11%

How did CCN(c1cccc(C)c1)S(=O)(=O)c1ccc(N2CCCCS2(=O)=O)cc1 do in these assays?
BRCA1 expr act: 7%; FLuc modulator: -12%

What do the screens show for `Cn1c(=O)cc(SCC(=O)N2CCN(c3ccccc3F)CC2)c2cc(Cl)ccc21`?
BRCA1 expr act: 14%; FLuc modulator: 5%

Results for CCS(=O)(=O)N1CCc2cc(C(=O)Nc3cc(C)cc(C)c3)ccc21 ?
BRCA1 expr act: 8%; FLuc modulator: -1%

How did COc1cc(NS(=O)(=O)c2ccc3c(c2)CCCN3C(C)=O)cc(OC)c1OC do in these assays?
BRCA1 expr act: -21%; FLuc modulator: 0%

What do the screens show for `Cc1cn2c(=O)cc(COc3cccc(NC(=O)c4cccc(F)c4)c3)nc2s1`?
BRCA1 expr act: 9%; FLuc modulator: 6%

Results for CC(C)c1ccc(NC(=O)CC2NCCNC2=O)cc1 (stereo not drawn) ?
BRCA1 expr act: 36%; FLuc modulator: 3%

Results for CCCCN(CCCC)C(=O)CN(C)S(=O)(=O)c1ccc2c(c1)c(=O)n(C)c(=O)n2C ?
BRCA1 expr act: 10%; FLuc modulator: -1%

How did CN(C(=O)Cn1ncc2c1-c1ccccc1OC2)c1ccc(Br)cc1 do in these assays?
BRCA1 expr act: 0%; FLuc modulator: -8%

Results for COc1ccc(CCNC(=O)CS(=O)(=O)Cc2nc(-c3cccc(Cl)c3)oc2C)cc1OC ?
BRCA1 expr act: -5%; FLuc modulator: -12%

What do the screens show for `COc1ccc(OC)c2sc(N3CCN(C(=O)C4COc5ccccc5O4)CC3)nc12` (stereo not drawn)?
BRCA1 expr act: 0%; FLuc modulator: -2%

How did CCOC(=O)c1c(NC(=O)CSc2cn(CCNC(=O)c3ccc(OC)c(OC)c3)c3ccccc23)sc2c1CCC2 do in these assays?
BRCA1 expr act: -29%; FLuc modulator: -2%

Results for Cc1ccccc1C(=O)Nc1cc(-c2ccc(Cl)cc2)nn1-c1ccccc1 ?
BRCA1 expr act: 0%; FLuc modulator: 3%

Results for Cc1cccc(N2CCN(c3ccc(C(=O)O)cc3NC(=O)c3ccccc3F)CC2C)c1 (stereo not drawn) ?
BRCA1 expr act: 27%; FLuc modulator: inconclusive

How did COc1cc(OC)c(NC(=O)c2oc3ccc4c(c3c2C)C(=O)CC(C)(C)O4)cc1Cl do in these assays?
BRCA1 expr act: 0%; FLuc modulator: 5.4µM*

Results for COc1ccc2c(c1)c(=O)c(C(=O)c1ccc(F)cc1)cn2CC(=O)Nc1ccc2c(c1)OCCO2 ?
BRCA1 expr act: -1%; FLuc modulator: 6%

Results for COc1ccccc1CNC(=O)c1ccc2c(c1)N(Cc1c(F)cccc1Cl)C(=O)CS2 ?
BRCA1 expr act: -37%; FLuc modulator: -9%

What do the screens show for `Cc1c(Cl)cccc1NC(=O)C1CCCN(C(=O)c2cnn(-c3ccccc3)c2-n2cccc2)C1` (stereo not drawn)?
BRCA1 expr act: -27%; FLuc modulator: -17%

What do the screens show for `CCOc1ccc(-c2cc(C(=O)NCc3ccccc3)c3c(-c4ccc(CC)cc4)[nH]nc3n2)cc1`?
BRCA1 expr act: 25%; FLuc modulator: 1%

Ordered by number of heavy atoms (rising): 3 of the compounds above
Results for Cc1ccccc1C(=O)Nc1cc(-c2ccc(Cl)cc2)nn1-c1ccccc1 ?
BRCA1 expr act: 0%; FLuc modulator: 3%

Results for Cc1cccc(N2CCN(c3ccc(C(=O)O)cc3NC(=O)c3ccccc3F)CC2C)c1 (stereo not drawn) ?
BRCA1 expr act: 27%; FLuc modulator: inconclusive

What do the screens show for `CCOc1ccc(-c2cc(C(=O)NCc3ccccc3)c3c(-c4ccc(CC)cc4)[nH]nc3n2)cc1`?
BRCA1 expr act: 25%; FLuc modulator: 1%

Next entries.
How did COc1ccccc1CNC(=O)CCCCn1c(=O)c2ccccc2n(CC(=O)Nc2cc(Cl)ccc2C)c1=O do in these assays?
BRCA1 expr act: -20%; FLuc modulator: 4%

How did O=C(Cn1c(=O)n(-c2ccccc2Cl)c(=O)c2sc3ccccc3c21)NC1CCCC1 do in these assays?
BRCA1 expr act: 14%; FLuc modulator: -2%

Results for CCOc1ccc(NC(=O)Cn2c(=O)n(-c3ccc(C)cc3)c(=O)c3cc(OC)c(OC)cc32)cc1 ?
BRCA1 expr act: -2%; FLuc modulator: -1%

How did COc1ccc(N2CCN(C(=O)c3cc(NS(=O)(=O)c4ccc(F)cc4)ccn3)CC2)cc1 do in these assays?
BRCA1 expr act: 6%; FLuc modulator: -18%

What do the screens show for `Cc1sc2ncn(CC(=O)N3CCN(c4ccc(F)cc4)CC3)c(=O)c2c1S(=O)(=O)N1CCN(c2ncccn2)CC1`?
BRCA1 expr act: -7%; FLuc modulator: -12%

How did Cc1[nH]c2c(C)cccc2c1CCNC(=O)c1cc2ccccc2oc1=O do in these assays?
BRCA1 expr act: 0%; FLuc modulator: -2%

Results for CCn1c(=O)cc(OCC(=O)NCc2ccccc2OC)c2ccccc21 ?
BRCA1 expr act: -20%; FLuc modulator: 7%

Results for CCOc1sc2nc(C)n(CC(=O)Nc3cccc(C)c3)c(=O)c2c1C ?
BRCA1 expr act: 0%; FLuc modulator: -3%

Results for COc1ccc(N2CC(NC(=O)CCc3ccccc3)CC2=O)cc1OC (stereo not drawn) ?
BRCA1 expr act: 6%; FLuc modulator: 0%

Results for COc1ccc(OC)c(NCc2cccn2-c2nnc(N3CCC(C)CC3)s2)c1 ?
BRCA1 expr act: 11%; FLuc modulator: inconclusive

What do the screens show for `CCCN(c1ccccc1F)S(=O)(=O)c1ccc2c(c1)C(C)(C)C(=O)N2C`?
BRCA1 expr act: -2%; FLuc modulator: -8%

How did CCOc1cc(C(=O)N(Cc2nc(-c3ccc(C)cc3)no2)C(C)C)cc(OCC)c1OCC do in these assays?
BRCA1 expr act: -1%; FLuc modulator: -11%

Gathered by group: those above with a thiophene ring, fused or not.
What do the screens show for `COc1ccc(NC(=O)CN(c2ccc(C)cc2)S(=O)(=O)c2cccs2)cc1`?
BRCA1 expr act: -4%; FLuc modulator: 0%

What do the screens show for `O=C(Cn1c(-c2cccs2)cc2cc(F)ccc21)NCCc1ccc(Cl)cc1`?
BRCA1 expr act: -25%; FLuc modulator: 0%

What do the screens show for `CCOc1ccc(NC(=O)CSc2nc3ccsc3c(=O)n2CCCCCC(=O)O)cc1`?
BRCA1 expr act: -4%; FLuc modulator: inconclusive

Results for Cc1ccc2oc(=O)c3cc(C(=O)NCCc4ccc(Cl)cc4)sc3c2c1 ?
BRCA1 expr act: 0%; FLuc modulator: -1%

How did CCOC(=O)c1c(NC(=O)CSc2cn(CCNC(=O)c3ccc(OC)c(OC)c3)c3ccccc23)sc2c1CCC2 do in these assays?
BRCA1 expr act: -29%; FLuc modulator: -2%

How did O=C(Cn1c(=O)n(-c2ccccc2Cl)c(=O)c2sc3ccccc3c21)NC1CCCC1 do in these assays?
BRCA1 expr act: 14%; FLuc modulator: -2%

What do the screens show for `Cc1sc2ncn(CC(=O)N3CCN(c4ccc(F)cc4)CC3)c(=O)c2c1S(=O)(=O)N1CCN(c2ncccn2)CC1`?
BRCA1 expr act: -7%; FLuc modulator: -12%

Results for CCOc1sc2nc(C)n(CC(=O)Nc3cccc(C)c3)c(=O)c2c1C ?
BRCA1 expr act: 0%; FLuc modulator: -3%
